ABCB6 inh MLPCN: ABCB6 transporter inhibitors, primary screen, K562-ABCB6 cells, flow cytometry, MLPCN library. ATP-binding cassette sub-family B member 6 (Homo sapiens), Q9NP58. K562-ABCB6 porphyrin accumulation, 1 h; stronger effect = lower value. fluorescence ratio to DMSO, % at 10 µM. 360,000 tested, 0.19% active. AID 602162, 2011;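 active = fluorescence ratio to DMSO below 75%, the collection mean minus 3 SD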;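 also: signal is porphyrin accumulated inside mitochondria; 100% equals median channel fluorescence of DMSO control wells; lower ratio means ABCB6 inhibition with less porphyrin fluorescence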
ABHD5 PLIN5 PPI: ABHD5-PLIN5 interaction inhibitors, primary screen, cell lysate, split luciferase complementation, luminescence; AID 602281, 2012; 360,000 tested, 0.78% active; Perilipin-5 (Homo sapiens) + 1-acylglycerol-3-phosphate O-acyltransferase ABHD5 (Homo …; Split G. princeps luciferase complementation, 4 h; inhibition, % at 4 µM;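 active = inhibition above the mean inhibition across every tested compound plus 3 SD, cut at about 22% in these data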;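 also: 0% = DMSO only wells and the 100% control is not disclosed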
MC4R barr agon: MC4R agonists recruiting beta-arrestin, primary screen, cell-based, luminescence, agonist arm of biased-ligand search; Melanocortin receptor 4 (Homo sapiens), P32245; 360,000 tested, 0.98% active; activation, % at 8.9 µM; U2OS MC4R beta-arrestin complementation; percent of melanotan II response, DMSO zero;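 active = activation above a per-plate cutoff, the mean activation of sample wells on that plate plus 3 SD, cut at about 8% in these data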
Target sequence (P32245 whole entry, looked up): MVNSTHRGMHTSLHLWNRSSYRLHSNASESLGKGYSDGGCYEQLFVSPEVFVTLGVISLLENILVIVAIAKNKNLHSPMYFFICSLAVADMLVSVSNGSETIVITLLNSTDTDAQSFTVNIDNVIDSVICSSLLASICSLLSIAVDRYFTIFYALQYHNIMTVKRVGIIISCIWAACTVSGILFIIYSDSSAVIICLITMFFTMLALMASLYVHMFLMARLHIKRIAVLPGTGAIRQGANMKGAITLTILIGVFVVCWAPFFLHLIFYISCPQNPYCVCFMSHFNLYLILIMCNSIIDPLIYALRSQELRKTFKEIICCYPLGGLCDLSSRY
Granule exo inh: LAMP-1 surface exposure blockers, TALL-104 cells – cell-based, flow cytometry, MLPCN library, primary screen | TALL-104 LAMP-1 surface exposure; cells stimulated with thapsigargin and PMA | inhibition, % at 10 µM | 360,000 tested, 0.66% active | AID 651702, 2012;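 active = inhibition above about 55%, limit read from the data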
hiPSC survival: enhancers of single-cell hiPSC survival, primary screen, ATPlite luminescence | 360,000 tested, 0.044% active | survival enhancement, % at 20 µM | 100% = ROCK inhibitor wells, 0% = DMSO; in the data active = survival enhancement above about 18%;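 also: cells exposed to compounds for 16 hours before the ATP read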
Glyco luc inh: increase of ERlucT glycosylation luciferase signal, primary screen, N-linked glycosylation inhibitor project, D54 ERlucT cells, luminescence, set 2; D54 ERlucT glycosylation luciferase reporter, 24 h; percent of 100 nM tunicamycin response; reporter increase, % at 12.5 µM; 360,000 tested, 0.23% active;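 active = mean luciferase reporter signal, scaled so untreated is 0 and the glycosylation-blocking control 100, at or above a set limit in every replicate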;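 also: luciferase carries N-glycosylation sites so blocking glycosylation raises the light; 0% = median of neutral control wells and 100% = median of 100 nM tunicamycin wells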
m5-HT2A agonist: mouse Htr2a agonists via beta-arrestin recruitment, primary screen, cell-based, luminescence. 5-hydroxytryptamine receptor 2A (Mus musculus), P35363. activation, % at 7.6 µM. AID 624169, 2012. CHO-K1 mHTR2A beta-arrestin complementation; percent of 30 µM serotonin response. 360,000 tested, 0.66% active;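 active = activation above a run cutoff, the mean activation of all tested compounds plus 3 SD, cut at about 14% in these data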;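 also: 0% = plate median of compound wells and 100% = 30 µM serotonin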
Target sequence (P35363 whole entry, looked up): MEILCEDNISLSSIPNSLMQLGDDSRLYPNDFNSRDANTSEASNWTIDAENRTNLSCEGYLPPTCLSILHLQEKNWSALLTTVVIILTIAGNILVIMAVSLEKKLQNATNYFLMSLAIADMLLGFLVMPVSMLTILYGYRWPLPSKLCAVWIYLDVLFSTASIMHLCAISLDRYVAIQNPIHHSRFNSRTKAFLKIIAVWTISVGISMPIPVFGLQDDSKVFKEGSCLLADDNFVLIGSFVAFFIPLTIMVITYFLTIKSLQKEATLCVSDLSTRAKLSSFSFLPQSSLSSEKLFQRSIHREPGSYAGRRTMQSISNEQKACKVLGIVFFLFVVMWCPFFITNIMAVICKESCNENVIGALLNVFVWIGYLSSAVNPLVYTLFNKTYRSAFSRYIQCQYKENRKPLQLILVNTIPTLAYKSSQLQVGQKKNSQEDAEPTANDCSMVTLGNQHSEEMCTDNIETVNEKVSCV
MC4R antagonist: MC4R antagonists of cAMP signaling, primary screen, cell-based, TR-FRET, antagonist arm of biased-ligand search. MC4R-expressing cells, MTII-stimulated cAMP, LANCE TR-FRET. inhibition, % at 6.5 µM. 360,000 tested, 0.48% active. AID 540295, 2011;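 active = inhibition above its plate's cutoff, the mean of tested wells on that plate plus 3 SD, cut at about 29% in these data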;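 also: 0% = Melanotan II alone and 100% = Melanotan II plus saturating MCL0020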
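system = U2OS cells with stable human MC4R expression | also added = Melanotan II challenge after compound preincubation | dosing = one concentration, 6.5 µM nominal | incubation = compound 30 min, challenge 1 h, detection 1 h | measured by = TR-FRET with Eu-cAMP and labeled anti-cAMP, 671 nm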
H9c2 protect: cardioprotection against H2O2-induced cell death, primary screen, uHTS, H9c2 cells, ATPLite luminescence; H9c2 cardiomyocytes, H2O2 injury protection, 2 h; protection from H2O2 cell death, % at 20 µM; 360,000 tested, 0.63% active; AID 588492, 2011;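 active = compounds giving at least 50% protection of heart cells from peroxide-induced death in the single-dose screen, raw or plate-pattern-corrected value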;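 also: 0% = DMSO wells with peroxide and 100% = DMSO wells without peroxide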
aDG glyco act: activators of alpha-DG glycosylation, primary screen, uHTS, Pro5-aDG cells, AlphaScreen; alpha-DG glycosylation AlphaScreen (IIH6); 0% Pro5, 100% B10-LARGE cell signal; activation, % at 10 µM; 360,000 tested, 0.22% active; AID 624168, 2012;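 active = activation of at least 8% versus controls, or a plate z-score of at least 8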;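 also: Pro5 are CHO cells carrying HIG-tagged alpha-DG that lacks glycosylation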
Starred values were filed as active, the others as inactive; · = no result given. Compounds were not picked by outcome; overall some 4.5% were active at least once.

SMILES | ABCB6 inh MLPCN | ABHD5 PLIN5 PPI | MC4R barr agon | Granule exo inh | hiPSC survival | Glyco luc inh | m5-HT2A agonist | MC4R antagonist | H9c2 protect | aDG glyco act
CC1CC(C)CN(CCCNC(=O)c2cc3c(s2)-c2ccccc2OC3)C1 (stereo not drawn) | 100 | 0 | -1.6 | 15 | 0.2 | 0 | -11 | 6 | -4 | 1.5
CC(=O)c1cn(C)c(=O)c2ccccc12 | 100 | -1 | -0.7 | 2 | -0.4 | 4 | 0 | -13 | -2 | -0.1
S=c1nc(-c2ccccc2)[nH]c2ccccc12 | 99 | -12 | -2.6 | 2 | -0.5 | 1 | -2 | 5 | -6 | 1.0
CCn1ccnc1[C@@H]1C[C@H]2CN(Cc3ccccc3OC)C(=O)[C@]23CCCN13 | 95 | 6 | -0.3 | -3 | -0.6 | 1 | 0 | 6 | -4 | 0.8
Cc1ccc(C(CC(=O)NCc2ccco2)c2ccccc2)c(O)c1 (stereo not drawn) | 97 | 0 | 1.6 | -1 | 0.1 | -1 | 3 | 12 | 4 | 0.1
COc1ccc(/C(C)=N/OC/C(O)=C(\C#N)c2nc3ccccc3[nH]2)cc1 | 106 | 3 | 7.8 | -6 | 5.4 | 2 | 1 | -3 | 2 | 0.1
Cc1ccc(C)c(-c2cc(C(=O)Nc3sc(C)c(C)c3C(N)=O)c3ccccc3n2)c1 | 98 | -10 | -2.5 | -2 | -0.4 | -4 | 0 | 3 | 12 | -0.2
O=C(Nc1ccc(N2C(=O)C3C4C=CC(C4)C3C2=O)cc1)Nc1nnc(C(F)(F)F)s1 (stereo not drawn) | 100 | -1 | -1.6 | -6 | -0.6 | 0 | -1 | 2 | -6 | -0.1
CCn1nc(-c2ccccc2)c2nc3ccccc3nc21 | 118 | 9 | -1.0 | 9 | -2.2 | 5 | 1 | -5 | -11 | 0.6
CCN(c1ccc(NC(=O)COC(=O)c2ccc([N+](=O)[O-])o2)cc1)C(C)C | 95 | -4 | -0.6 | -1 | -3.0 | -1 | 6 | -3 | 61* | -0.1
CCc1cc2c(SCC(=O)NCC3CCCO3)ncnc2s1 (stereo not drawn) | 94 | -4 | 0.3 | 1 | -0.3 | 1 | -6 | 4 | -3 | 0.2
O=C(CN1CCCN(S(=O)(=O)c2ccc(F)cc2)CC1)Nc1c(Cl)cccc1Cl | 89 | 1 | 2.0 | -3 | -0.5 | -1 | -4 | 3 | 5 | 0.0
COc1ccc(-n2cc(C(=O)c3cc(Cl)ccc3O)cc(C#N)c2=O)cc1 | 111 | -1 | 1.0 | -1 | 0.1 | 1 | 1 | 19 | -6 | 0.5
COc1cc(C(=O)NCc2cc(C)nc3ccccc23)cc(OC)c1OC | 99 | 1 | -0.8 | 6 | 1.0 | 19 | 0 | -17 | -2 | 0.1
CC(=O)Nc1cccc(OCC(=O)Nc2sccc2C(N)=O)c1 | 99 | 10 | 1.2 | -2 | -0.1 | -4 | 2 | -3 | 12 | 0.0
CCN(CC)CCCNC(=O)Cn1cnc2ccc(S(=O)(=O)N3CCC(C)CC3)cc2c1=O | 101 | 17 | 2.8 | -2 | 0.5 | 2 | 5 | -4 | 4 | 0.0
COc1cc(NC(=O)Cc2nn(C)c(=O)c3ccccc23)cc(OC)c1OC | 95 | 9 | 1.6 | -3 | 0.9 | 4 | 5 | -6 | 0 | 0.0
Cc1cccc(NC(=O)c2cccc(NC(=O)c3ccccc3)c2)n1 | 100 | -2 | 1.1 | -3 | -0.1 | 1 | -1 | 19 | 6 | 0.1
CC(C)CCNC(=O)C1CC(c2ccc(C(F)(F)F)cc2)=NO1 (stereo not drawn) | 97 | 8 | 1.0 | 17 | 1.3 | 0 | 3 | 2 | -19 | 0.5
NNC(=O)CNc1cccc(Cl)c1 | 96 | 0 | -1.9 | -2 | 0.7 | -1 | -1 | -1 | -7 | -0.1
O=C(Cn1cncn1)NCc1cccc(C(F)(F)F)c1 | 109 | -2 | -1.3 | 0 | 1.2 | 1 | 2 | 10 | 4 | -0.2
Cc1c(OCC(=O)NCC(O)c2ccccc2)ccc2c(-c3ccccc3)cc(=O)oc12 (stereo not drawn) | 96 | 1 | 0.8 | 5 | -0.2 | -1 | 2 | 9 | 14 | 0.1
COc1cc([N+](=O)[O-])ccc1NC(=O)CSc1nncn1-c1cccnc1 | 101 | -6 | -0.2 | 1 | -0.7 | 0 | 3 | 15 | 12 | -0.1
CCOC(=O)c1cc[nH]c1CC(=O)NC | 93 | 1 | 0.3 | -3 | -0.3 | -1 | 5 | -1 | 5 | 0.1
O=C(Nc1ccc2c(c1)OCO2)C1CC(c2cccc(Br)c2)=NO1 (stereo not drawn) | 100 | 4 | -0.1 | -4 | -0.4 | 1 | -4 | 3 | -5 | 0.1
CCCCNC(=O)C[C@@H]1C[C@@]2(C(=O)OCC)CCC=C2N(Cc2ccc(Cl)cc2Cl)C1=O | 97 | 0 | · | -1 | 0.3 | · | -3 | · | · | 0.2
COC(=O)[C@H](C)NC(=O)Nc1ccc(Oc2ccccc2)cc1 | 98 | 2 | -0.2 | -4 | 1.1 | 0 | 4 | 8 | 12 | -0.1
Cc1ccc(Cn2c(N3CCN(C)CC3)nc3c2c(=O)[nH]c(=O)n3C)cc1 | 97 | -2 | -0.9 | 0 | -0.2 | 1 | -5 | 4 | 6 | -0.1
O=C(O)c1ccc(CSc2ncnc3c2cnn3Cc2ccccc2)cc1 | 101 | 7 | -1.5 | 4 | 0.0 | 1 | 2 | 4 | -1 | -0.3
COc1ccc(C)cc1NC(=O)c1[nH]c(C)c(C(C)=O)c1C | 100 | -5 | 1.7 | -4 | 4.5 | 4 | -5 | -2 | 24 | -0.3
COc1ccc2nc(C)cc(SCC(=O)N/N=C/c3ccc(O)cc3O)c2c1 | 95 | 6 | 0.2 | -2 | -0.8 | -10 | -3 | 1 | 52* | 0.8
Cc1ccc(C(=O)NNC(=O)CNc2cccc(Cl)c2)cc1 | 96 | -2 | -4.0 | -4 | 3.5 | 1 | 1 | 10 | -12 | -0.3
CC1(C)CC(=O)CC(=O)/C1=N\Nc1c(Cl)cc(Cl)cc1Cl | 99 | -5 | 0.1 | 1 | 0.2 | 9 | -1 | 10 | 5 | -0.1
CC(C)c1ccc(C2CC(c3ccc(Br)cc3)=NN2C(N)=S)cc1 (stereo not drawn) | 92 | -1 | -0.2 | 1 | -2.7 | -5 | 3 | 8 | -24 | 0.6
Cc1nnc(NC(=O)CSc2nnc(Cc3cccn3C)n2-c2cccc(C(F)(F)F)c2)s1 | 101 | 0 | -0.6 | -1 | -1.3 | 1 | 7 | -4 | 10 | 0.1
CCC(=O)N/N=C(\C)CC(=O)Nc1ccc2c(c1)OCCO2 | 99 | -10 | -1.6 | 1 | -0.1 | -3 | -2 | 6 | -5 | -0.3
O=C(CSc1ccccc1F)NC(=O)NC1CCCC1 | 99 | -5 | -0.1 | 4 | 7.9 | -2 | -1 | 0 | 0 | -0.2
Cc1cc(=O)oc2cc(NC(=S)NCc3ccccn3)ccc12 | 96 | -6 | -1.9 | 0 | 5.3 | 4 | -3 | 6 | 12 | 0.1
CC(=O)c1ccc(N2CCN(CC(=O)N(C3CC3)C3CCS(=O)(=O)C3)CC2)c(F)c1 (stereo not drawn) | 102 | 9 | -0.4 | 1 | 1.9 | 2 | 5 | 9 | -1 | 0.4
CCc1ccc(C)[n+](CC(=O)c2cccs2)c1 | 101 | 5 | 0.3 | -14 | 0.8 | 1 | -5 | 1 | -2 | 0.0
COc1ccc(N2CC(C(=O)NC3CCSC3=O)CC2=O)cc1 (stereo not drawn) | 95 | -4 | -1.5 | -5 | 0.2 | -3 | 9 | 0 | 8 | 0.0
CCC(CC)C(=O)Nc1nnc(S(=O)(=O)N2CCCCCC2)s1 | 98 | -4 | 3.1 | -5 | -1.2 | 0 | 0 | -8 | -5 | -0.1
COC(=O)c1cccc(S(=O)(=O)N2CCC(n3nnc4cc(F)ccc43)CC2)c1 | 91 | 1 | -1.4 | -1 | 0.1 | -5 | -5 | 6 | -2 | 3.6
O=C(CNC(=O)C1CCCCC1)OCC(=O)c1ccc(Br)cc1 | 107 | -2 | -3.0 | -7 | -0.4 | 3 | -4 | 8 | 0 | -0.1
Clc1cncc(Cl)c1N/N=C/c1ccncc1 | 98 | 3 | -2.7 | -1 | 6.2 | -11 | -3 | 3 | -6 | 0.0
Cc1c(/C=N/O)c2ccccn2c1C(=O)c1ccc(F)cc1 | 95 | -2 | -2.7 | -13 | -0.2 | -3 | 3 | -14 | -6 | 0.0
CC(C)N(C(=O)/C=C/c1cccc([N+](=O)[O-])c1)C(C)C | 99 | 1 | -3.3 | -3 | -1.5 | -1 | 3 | -5 | 5 | -0.1

Compounds shown so far that contain an aryl thioether with sulfur outside any ring:
SMILES | ABCB6 inh MLPCN | ABHD5 PLIN5 PPI | MC4R barr agon | Granule exo inh | hiPSC survival | Glyco luc inh | m5-HT2A agonist | MC4R antagonist | H9c2 protect | aDG glyco act
CCc1cc2c(SCC(=O)NCC3CCCO3)ncnc2s1 (stereo not drawn) | 94 | -4 | 0.3 | 1 | -0.3 | 1 | -6 | 4 | -3 | 0.2
COc1cc([N+](=O)[O-])ccc1NC(=O)CSc1nncn1-c1cccnc1 | 101 | -6 | -0.2 | 1 | -0.7 | 0 | 3 | 15 | 12 | -0.1
O=C(O)c1ccc(CSc2ncnc3c2cnn3Cc2ccccc2)cc1 | 101 | 7 | -1.5 | 4 | 0.0 | 1 | 2 | 4 | -1 | -0.3
COc1ccc2nc(C)cc(SCC(=O)N/N=C/c3ccc(O)cc3O)c2c1 | 95 | 6 | 0.2 | -2 | -0.8 | -10 | -3 | 1 | 52* | 0.8
Cc1nnc(NC(=O)CSc2nnc(Cc3cccn3C)n2-c2cccc(C(F)(F)F)c2)s1 | 101 | 0 | -0.6 | -1 | -1.3 | 1 | 7 | -4 | 10 | 0.1
O=C(CSc1ccccc1F)NC(=O)NC1CCCC1 | 99 | -5 | -0.1 | 4 | 7.9 | -2 | -1 | 0 | 0 | -0.2
